NPSR antagonist: neuropeptide S receptor (human) antagonism, cAMP; Potency, µM (titrated, usually from 38.3 µM), for inactives: at the top dose activity change, negative = inhibition, hits mostly inhibitors; Q6W5P4; hit rate 1% among 220,000; AID 1461; CHO-NPSR cells, cAMP TR-FRET, antagonist mode; note: % is set by controls: 0 for no effect and ±100 for the full control effect; nearly all actives have a fitted effect of over 50% in size; many of its hits are not listed in these tables
Target sequence (Q6W5P4 whole entry, looked up): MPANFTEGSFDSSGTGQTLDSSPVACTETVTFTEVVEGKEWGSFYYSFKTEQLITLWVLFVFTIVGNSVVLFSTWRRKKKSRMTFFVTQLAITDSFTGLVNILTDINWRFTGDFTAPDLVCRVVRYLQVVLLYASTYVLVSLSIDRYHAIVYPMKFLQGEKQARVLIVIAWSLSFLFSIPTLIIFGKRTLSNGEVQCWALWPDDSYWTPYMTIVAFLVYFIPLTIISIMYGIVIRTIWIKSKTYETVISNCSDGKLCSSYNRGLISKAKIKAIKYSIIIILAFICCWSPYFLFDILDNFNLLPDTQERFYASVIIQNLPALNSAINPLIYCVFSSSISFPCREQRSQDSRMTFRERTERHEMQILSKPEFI
SMN2 splice up: enhancers of SMN2 splice variant expression | HEK293 SMN2-luciferase splicing reporter, luminescence, 30-36 h | Potency, µM (doses to about 46.1 µM), without a hit: at the highest dose activity change, positive = activation, hits mostly activators | hit rate 2.8% among 210,000; note: % of control where 0% means no effect; nearly all actives have a fitted effect of over 55% in size
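HEK293 cells carry an SMN2 […]–luciferase reporter in which exon 7 inclusion puts luciferase in frame. Cells were plated 10-12 h before compound addition, then incubated 30-36 h at 37C. ONE-Glo luminescence was read; sodium butyrate at 4.5 mM final served as control.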
RGS12 GoLoco inh: RGS12 GoLoco-Gai1 interaction inhibition; P63096; Gai1:RGS12 GoLoco peptide FP, rhodamine, 10 min; Potency, µM (titrated, usually from 61.6 µM), without a hit: at the highest dose activity, negative = inhibition, hits mostly inhibitors; hit rate 0.44% among 230,000; AID 880; active = well fitted inhibition curve with a large enough effect, not every such curve was filed as active; inactive = no such curve, though single readings can be large or run the other way; note: % is set by controls: 0 for no effect and ±100 for the full control effect; nearly all actives have a fitted effect of over 30% in size; many of its hits are not listed in these tables
Target sequence (P63096 whole entry, looked up): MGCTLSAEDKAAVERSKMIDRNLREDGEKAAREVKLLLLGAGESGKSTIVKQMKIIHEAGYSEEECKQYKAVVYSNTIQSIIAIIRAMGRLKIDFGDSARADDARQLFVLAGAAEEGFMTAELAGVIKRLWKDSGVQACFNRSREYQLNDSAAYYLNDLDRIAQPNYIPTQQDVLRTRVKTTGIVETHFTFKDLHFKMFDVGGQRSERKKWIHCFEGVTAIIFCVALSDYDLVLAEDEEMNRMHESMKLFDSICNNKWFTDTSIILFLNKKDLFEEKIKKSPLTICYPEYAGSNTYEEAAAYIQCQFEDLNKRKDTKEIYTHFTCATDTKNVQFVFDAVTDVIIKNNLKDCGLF
Luc counter: blocks Kinase-Glo luciferase, a counter-screen artifact; Q27757; AID 1379; hit rate 0.28% among 200,000; Potency, µM (highest dose often 38.3 µM), without a hit: at the highest dose activity change, negative = inhibition, most hits filed as inhibitors; Kinase-Glo luciferase, ATP luminescence, 8 min; note: % is set by controls: 0 for no effect and ±100 for the full control effect; nearly all actives have a fitted effect of over 60% in size
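Inhibition of Kinase-Glo luciferase light generation was assessed at 10 uM ATP in pH 7.2 imidazole buffer, with luminescence measured after eight minutes at ambient temperature.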
Epigenetic reg: regulators of epigenetic silencing causing reporter derepression in mouse cells. murine LDR cells, GFP reporter derepression, 30 h. Potency, µM (series often up to 53.9 µM), inactives show at the highest dose GFP activation, most hits filed as activators. hit rate 0.2% among 280,000. AID 1865; note: % of control where 0% means no effect; nearly all actives have a fitted effect of over 60% in size
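Derepression of a silenced CMV-GFP reporter in murine LDR cells is scored by enumerating GFP-positive cells with a laser-scanning microplate cytometer after 30 hours of treatment at 37 C.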
IMPase Li cell: membrane-permeable IMPase blocker, potentiated with lithium; CHO-M1 cells, IP1 TR-FRET (IP-One), carbachol + lithium; Potency, µM (top dose mostly 59.4 µM), for inactives: at the highest dose activity, negative = IMPase inhibition, hits mostly inhibitors; hit rate 0.35% among 210,000; AID 1457;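 note: IP1 builds up when IMPase is blocked and the TR-FRET signal falls; plate controls were basal vehicle for no effect and high inhibitor control for full effect; nearly all actives have a fitted effect of over 50% in size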
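CHO-M1, 2000 cells/well, 16–30 h culture; cpd + low Li+, 30 min 37C; lysis with d2-IP1/Eu-anti-IP1 Ab, 10 min RT; TR-FRET 665/620 ratio and 620 channel; AC50 via Hill.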
KDM4E inh: JMJD2E (human) inhibition; hit rate 1.6% among 230,000; JMJD2E catalytic domain, FDH-coupled NADH fluorescence (FDH is formaldehyde dehydrogenase); B2RXH2; Potency, µM (titrated, usually from 57.1 µM), without a hit: top-dose activity change, negative = inhibition, hits mostly inhibitors; active = well fitted inhibition curve with a large enough effect, not every such curve was filed as active; inconclusive = small, poorly fitted or top-dose-only effect, or another doubt; inactive = no such curve, though single readings can be large or run the other way;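 note: 0% = wells with enzyme and -100% = buffer wells without enzyme; nearly all actives have a fitted effect of over 50% in size; many of its hits are not listed in these tables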
Target sequence (B2RXH2 1-337 limits assumed): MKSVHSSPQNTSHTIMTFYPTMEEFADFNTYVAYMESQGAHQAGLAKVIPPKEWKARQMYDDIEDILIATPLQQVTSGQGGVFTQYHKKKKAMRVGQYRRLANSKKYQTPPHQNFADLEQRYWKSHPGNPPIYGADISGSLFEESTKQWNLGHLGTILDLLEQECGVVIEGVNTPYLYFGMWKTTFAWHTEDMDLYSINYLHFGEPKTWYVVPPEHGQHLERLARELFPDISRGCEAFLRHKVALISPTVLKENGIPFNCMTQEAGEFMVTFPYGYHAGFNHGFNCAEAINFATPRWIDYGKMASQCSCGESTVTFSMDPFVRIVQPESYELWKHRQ
RECQ1 inh: blocks DNA unwinding by human RECQ1; P46063; RECQ1 DNA unwinding, red fluorescence kinetic read; Potency, µM (top dose mostly 57.3 µM), for the others: at the top dose activity, negative = inhibition, most hits filed as inhibitors; hit rate 0.54% among 240,000; AID 2549;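 note: plate controls were vehicle for no effect and no enzyme for full effect; nearly all actives have a fitted effect of over 30% in size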
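RECQ1T1 50 nM; forked duplex (20 bp + 30-nt ss tails) 200 nM, ATP 2 mM final; pH 8.0, 2 mM MgCl2, 2.5 ug/ml poly(dI-dC); 15 min compound preincubation; discontinuous kinetic read over 2 h at RT.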
An asterisk follows results filed as active; i = inactive; ? = inconclusive; . = not tested or not shown; & = joins results of further samples; ! = a repeat was not active; [ ] = remark or other dose. Unless noted, calls come from the whole dose curve; as a rule, active = well fitted curve in the direction sought with a large enough effect; inconclusive = small, poorly fitted or top-dose-only effect, or another doubt; inactive = no such curve, though single readings can be large; an effect the other way counts as inactive or inconclusive. Potency is the fitted concentration of half-maximal effect. These rows are one share of the data; count on the stated rates, not on these rows.

SMILES	NPSR antagonist	SMN2 splice up	RGS12 GoLoco inh	Luc counter	Epigenetic reg	IMPase Li cell	KDM4E inh	RECQ1 inh
COc1ccc(-c2nc(CNS(=O)(=O)c3cc(OC)ccc3OC)cs2)cc1	-15%[46.1 µM]	-22%	4%	2%	0.0%	9%[38.3 µM]	-13%	0%
CN(C)c1ccc(Sc2nnc(NC(=O)Nc3ccc(Cl)cc3Cl)s2)cc1	-56%	-6%	-6%	0%	-2.2%	10%	1%	-5%
O=C(N/N=C(\Cc1ncc[nH]1)c1ccccc1)c1ccncc1	10%	.	9%	.	2.6%	-3%	?	-2%
CC(C(=O)Nc1ccc(F)c(F)c1F)N1CCCCCC1 (stereo unspecified)	5%[46.1 µM]	-5%	0%	-7%	0.0%	13%[38.3 µM]	3%	-6%
O=S(=O)(CCc1ccccc1)c1nnnn1-c1ccc(F)cc1Br	.	12%	5%	1%	-1.1%	13%	3%	i
COc1ccccc1NS(=O)(=O)c1cccc(C(=O)N/N=C(\C)c2ccc3c(c2)OCCO3)c1	-6%	-9%	-2%	-3%	1.0%	10%	1%	-3%
CN(C)C(=O)CS(=O)(=O)c1ccc(Cl)cc1	-9%[7.67 µM]	.	-6%	.	-0.3%	.	-15%	-7%
Cc1ccccc1CSCC(=O)NCc1ccco1	-11%	15%	42%[activator]	-2%	-11%	0%	3%	1%
O=C(O)c1c2c(c(O)c3c1CN(C1CCCCC1)CO3)OCN(C1CCCCC1)C2	.	11%[9.22 µM]	-3%[14.2 µM]	-5%[7.66 µM]	.	2%	.	.
O=C(CCC1COc2ccccc2O1)NCc1ccco1 (stereo unspecified)	-4%[46.1 µM]	-2%	-5%	2%	0.9%	26%[38.3 µM]	-2%	-3%
Cc1ccccc1N1C(=O)c2sc3nc4c(c(=O)n3c2C1=O)CCC4	?	12%	-10%	-1%	-3.1%	-2%[38.3 µM]	-6%	i
COn1c(=O)c(=O)n(O)c2ccccc21	-3%[46.1 µM]	-1%	-12%	-1%	0.0%	5%[38.3 µM]	-10%	-13%
Cc1cn(CCC(=O)Nc2ccc(N3CCOCC3)cc2)c2ccccc12	15%	.	6%	.	-1.3%	.	0%	-5%
Cc1ccc(CNC(=O)CCCc2ccccc2)cc1	-14%	.	5%	3%	0.0%	1%	5%	i
CC(C)n1c(NCCO)nc2ccccc21	3%	.	1%	0%	2.1%	-1%	?	i
CCC1(C)Cc2nc3[nH]c(=S)n(-c4ccc(C)cc4)c(=O)c3cc2CO1 (stereo unspecified)	-28%	-5%	6%	3%	-2.1%	8.9µM*	-1%	3%
C=CCN1C(=O)C(C)NC1=S (stereo unspecified)	9%	.	-9%	.	0.1%	.	4%	-1%
O=C(NCc1ccccc1Cl)C1CCN(S(=O)(=O)c2ccc(F)cc2)CC1	24%	.	8%	1%	-0.3%	6%	-6%	i
Cc1c(NC(=O)C(C)OC(=O)c2sc3ccccc3c2Cl)c(=O)n(-c2ccccc2)n1C (stereo unspecified)	-9%	0%	-35%	-3%	0.0%	-28%	?	3%
COc1ccc(S(=O)(=O)N2CC3C4C=CC(C4)C3C2)cc1 (stereo unspecified)	-12%[46.1 µM]	-5%	-3%	-4%	1.3%	4%[38.3 µM]	-2%	-7%
CCCOC(=O)c1ccc(OCC(O)CN2C(=O)NC(C)(C)C2=O)cc1 (stereo unspecified)	-18%[46.1 µM]	17%	7%	-2%	-1.1%	10%[38.3 µM]	0%	0%
COc1ccc(S(=O)(=O)N2CCCC(C(=O)NCCC3=CCCCC3)C2)cc1 (stereo unspecified)	-9%[46.1 µM]	-18%	-6%	-8%	1.3%	16%[38.3 µM]	1%	1%
COc1ccc2[nH]cc(C(O)CN3CCN(c4ccccc4F)CC3)c2c1 (stereo unspecified)	5%	.	7%	.	5.2%	.	-30%	-6%
O=C(NCC1CCCO1)C(C(=O)c1ccc(F)cc1)n1ccccc1=O (stereo unspecified)	-7%[46.1 µM]	-3%	1%	0%	6.7%	-11%[38.3 µM]	0%	-6%
NC(=O)c1ccc(Nc2ccc([N+](=O)[O-])cc2[N+](=O)[O-])cc1	-3%	3%	-6%	-1%	-3.2%	-1%	-5%	i
Next section:
SMILES	NPSR antagonist	SMN2 splice up	RGS12 GoLoco inh	Luc counter	Epigenetic reg	IMPase Li cell	KDM4E inh	RECQ1 inh
Cc1cccc(S(=O)(=O)Nc2ccc(C)c3c2OC(C)(C)C3)c1	-25%[46.1 µM]	-2%	0%	-5%	-1.7%	28%[38.3 µM]	-11%	-1%
O=C(C1CCCCN1S(=O)(=O)c1ccccc1[N+](=O)[O-])N1CCCCC1 (stereo unspecified)	3%	-13%	6%	0%	7.1%	5%	-1%	i
COC(=O)CSc1ncnc2c1sc1nc(-c3ccco3)c3c(c12)CC(C)(C)OC3	-2%[46.1 µM]	7%	31%[activator]	-4%	-0.8%	5%[38.3 µM]	?	-6%
CCOc1ccc(NC(=O)CSc2ncn[nH]2)c([N+](=O)[O-])c1	21%	-10%	-1%	-1%	0.0%	-7%	4%	1%
Cc1ccc(C(=O)c2ccc([N+](=O)[O-])cc2)cc1C	-17%[46.1 µM]	-6%	-6%	-5%	-1.0%	27%[38.3 µM]	-4%	-14%
Cc1cccc(CSC(=N)N)c1	-3%[46.1 µM]	.	.	.	-0.9%	.	4%	-4%
Cc1noc(C)c1COc1cccc(C(=O)OCC(=O)N2CC(=O)Nc3ccccc32)c1	1%[46.1 µM]	-13%	6%	-1%	3.2%	16%[38.3 µM]	0%	-3%
COC(=O)CNC(=O)CSc1ccccn1	-23%	.	-15%	.	-1.0%	.	4%	0%
O=C(CN1C2CCCC1CC(NC(=O)c1ccccc1)C2)NC1CC1 (stereo unspecified)	9%	25%	3%	0%	-1.5%	-1%	4%	-2%
CCOc1ccc2c(c1)OC(c1ccc(OC)cc1)(C(F)(F)F)NC2=O (stereo unspecified)	?	12%	-8%	2%	2.6%	3%	-6%	-10%
COCCCNC(=O)c1ccc2c(=O)n(C3CCCC3)c(=S)[nH]c2c1	-20%[46.1 µM]	-9%	13%	0%	1.0%	-2%[38.3 µM]	-6%	-18%
CC1CC(C)CN(CCCNC(=O)CCNC(=O)Cn2ccc3ccccc3c2=O)C1 (stereo unspecified)	-3%[46.1 µM]	11%	4%	-5%	7.2%	5%[38.3 µM]	-16%	-7%
O=C(CCn1nnc2ccccc21)Nc1nnc(Cc2ccc(F)cc2)s1	-5%[46.1 µM]	6%	13%	4%	0.2%	4%[38.3 µM]	-2%	-1%
Cc1cc(-c2ccccc2)[nH]c(=O)c1C#N	1%	2%	2%	3%	1.3%	-2%	?	5%
Cc1cc(C)c2nc(Cl)c(Cl)nc2c1	1%	.	4%	.	3.8%	.	-25%	-8%
COC(=O)N1CCC2(CCN(Cc3ccccc3)CC2)CC1	.	-6%	0%	2%	.	13%	.	i
CCOc1ccccc1NC(=O)C(OC(=O)c1ccc(N(C)C)cc1)c1ccccc1 (stereo unspecified)	-9%	-1%	27%	-1%	-3.0%	7%	?	-12%
CCC1CCCCN1C(=O)c1c[nH]c2ccc(S(=O)(=O)N(C)c3ccc(Cl)cc3)cc2c1=O (stereo unspecified)	-15%[46.1 µM]	3%	6%	-2%	6.3%	15%[38.3 µM]	-16%	-7%
CCc1nc(C)cc2c1sc1ccccc12	-2%	.	-1%	.	-3.0%	.	-9%	10%
O=C(c1c(F)cccc1F)N1CCN=C1SCc1ccccc1	-13%	.	7%	.	0.0%	.	-2%	i
CC(=O)N1CCN=C1SCc1cccc(C(F)(F)F)c1	0%[46.1 µM]	27%	2%	-8%	-5.7%	-22%[38.3 µM]	-8%	-3%
CC(=O)COc1ncnc2c(Cl)cc(Cl)cc12	5%	10%	8%	1%	0.9%	-2%	-1%	i
O/N=C1/CCSc2ccccc21	?	-9%	13%	-8%	2.2%	5%[38.3 µM]	-19%	-2%
Cc1ccc(/C=C(\C#N)C(=O)Nc2c(C)cccc2C)s1	-18%[46.1 µM]	-10%	54%[activator]	-3%	-4.2%	6%[38.3 µM]	4%	-14%
O=C(CSc1nnc(-c2ccco2)o1)NC1CCCCCC1	-1%[46.1 µM]	5%	-2%	-2%	1.5%	-7%[38.3 µM]	1%	-4%

Single records, as listed above. Order of screens: NPSR antagonist | SMN2 splice up | RGS12 GoLoco inh | Luc counter | Epigenetic reg | IMPase Li cell | KDM4E inh | RECQ1 inh
Record of CC(=O)COc1ncnc2c(Cl)cc(Cl)cc12 = 5% | 10% | 8% | 1% | 0.9% | -2% | -1% | i
Record of O=C(c1c(F)cccc1F)N1CCN=C1SCc1ccccc1 = -13% | . | 7% | . | 0.0% | . | -2% | i

Continuation:
SMILES	NPSR antagonist	SMN2 splice up	RGS12 GoLoco inh	Luc counter	Epigenetic reg	IMPase Li cell	KDM4E inh	RECQ1 inh
CCCCC1=CC2=C(c3ccco3)C(=O)C(C)(OC(=O)c3ccc(OC)cc3)C(=O)C2=CN1Cc1ccc(OC)cc1 (stereo unspecified)	-54%	-15%[9.22 µM]	3%[14.2 µM]	-1%[7.66 µM]	?	-13%	0%[11.4 µM]	2%
NC(N)=Nc1nc2ccc([N+](=O)[O-])cc2[nH]1	-9%	-4%[9.22 µM]	0.35µM*!	-3%[7.66 µM]	0.0%	-2%	6%	i
CCC(c1nnc(SCC(=O)NC23CC4CC(CC(C4)C2)C3)o1)N(C)C (stereo unspecified)	-6%[46.1 µM]	-17%	3%	19%	1.0%	25%[38.3 µM]	-5%	-13%
CCOC(=O)c1ccc2ncc(-c3ccccc3)nc2c1	-13%	179%	2%	-2%	-5.7%	-2%	-2%	i
Cc1nc2cc(NS(=O)(=O)c3ccc(Br)cc3)ccc2n1C	-2%	.	13%	-1%	-5.3%	13%	0%	i
O=C(CSc1oc(-c2ccco2)nc1S(=O)(=O)c1ccc(F)cc1)NCC1CCCO1 (stereo unspecified)	-16%	-3%	10%	0%	-2.0%	8%	8%	6%
O=C(NNc1nc2c(F)cc(F)cc2s1)c1ccccc1	4%	22%	8%	-1%	1.8%	8%	-4%	1%
C/C(N)=C(/C#N)C(=O)CSc1nncn1-c1ccccc1	21%	5%	5%	2%	1.7%	2%	10%	-7%
Cn1c(=O)c(C(=O)COC(=O)c2cc(-c3ccco3)nc3ccccc23)c(N)n(CC2CC2)c1=O	-13%	-11%&-19%	25%&31%	-5%&-3%	3.3%&-0.3%	4%&13%	?	32µM*
COc1ccccc1NC(=O)Nc1cc(F)ccc1F	-10%	6%	7%	0%	-6.2%	0%	3%	-2%

Screening data: PubChem, National Center for Advancing Translational Sciences (NCATS)
